Compound activity: PubChem BioAssay, several laboratories
HCV NS3 hel inh: blocks Hepatitis C virus NS3 helicase unwinding. NS3 helicase DNA unwinding, Cy5 molecular beacon fluorescence. inhibition, % at 10.9 µM. actives 0.56% (n = 290,000). AID 1800;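 active = inhibition above the mean of all tested compounds plus 3 SD, set per campaign, cut at about 35% in these data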;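 also: 0% = DMSO wells and 100% = thioflavine S control wells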
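System: NS3 helicase fragment of HCV / Schedule: 1 h at 25 °C / Control set: DMSO alone as 0% and 110 µM thioflavine S as 100% / Reagent: Cy5/quencher beacon DNA duplex and ATP to start / Technique: Cy5 fluorescence / Replication: singlicate / Evaluation: % inhibition of end-to-start signal ratio versus controls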
SUMO HTRF inh: blocks human SUMOylation mediated by UBC9; P63279; AID 2006; HTRF SUMOylation assay, SAE1/SAE2 + UBC9, in vitro; inhibition, % at 35 µM; actives 0.36% (n = 290,000); in the data active = inhibition above about 50%, passing the limit was not always enough; also: strong numbers were not always called active
Target sequence (P63279 whole entry, looked up): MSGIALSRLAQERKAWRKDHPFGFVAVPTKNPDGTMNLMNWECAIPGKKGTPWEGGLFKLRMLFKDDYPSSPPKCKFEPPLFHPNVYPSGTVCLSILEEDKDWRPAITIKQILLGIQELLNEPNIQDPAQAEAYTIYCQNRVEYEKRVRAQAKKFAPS
NALP1 inh: NALP1 inhibition; S. cerevisiae NALP1/ASC/caspase-1 growth, X-gal OD620, 72 h; inhibition, % at 10 µM; actives 0.61% (n = 280,000); AID 2071; in the data active = inhibition mostly above about 24%, no sharp cut-off; inactive = mostly below about 32%; also: some compounds called inactive have numbers as strong as hits
VIM-2 inh: inhibitors of Pseudomonas aeruginosa VIM-2 metallo-beta-lactamase; inhibition, % at 5.6 µM; purified VIM-2, nitrocefin hydrolysis, epi-absorbance fluorescence; AID 1527; actives 0.89% (n = 290,000);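 active = inhibition above the mean of all tested compounds plus 3 SD, cutoff set per screening run, cut at about 7.5% in these data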;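 also: red hydrolysis product quenches plate fluorescence so inhibitors raise well fluorescence; 0% = enzyme with DMSO and 100% = DMSO without enzyme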
MEKK2wt PB1 HTS: raises or lowers MEK5 binding to wildtype human MEKK2 PB1 domain. bead flow cytometry, Alexa488-MEK5 binding to MEKK2 WT; actives lie on both sides. Q9Y2U5. binding response (% of control), % at 10 µM. actives 1.1% (n = 290,000). AID 1531; in the data active = binding response below about 67% or above about 130%
PfM18AAP inh: blocks P. falciparum M18 aspartyl aminopeptidase | recombinant PfM18AAP, H-Glu-NHMec fluorogenic cleavage | inhibition, % at 7.35 µM | actives 1.2% (n = 290,000) | AID 1822;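 active = inhibition above the campaign mean inhibition over all tested compounds plus 3 SD, cut at about 28% in these data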;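 also: 0% = plate median of test compound wells and 100% = 2 mM ZnCl2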
MEKK2mut PB1 HTS: signal of MEK5 binding to mutant human MEKK2 PB1 domain | bead flow cytometry, Alexa488-MEK5 binding to MEKK2 mutant | percent response, % at 10 µM | actives 0.35% (n = 290,000) | AID 1530; in the data active = percent response above about 24%, passing the limit was not always enough; also: inactives centre near 1; some results filed as inactive read as strong as hits
IMP-1 inhibitor: inhibitors of Pseudomonas aeruginosa IMP-1 metallo-beta-lactamase; purified IMP-1, nitrocefin hydrolysis, epi-absorbance fluorescence; inhibition, % at 5.6 µM; actives 0.45% (n = 290,000); AID 1556;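 active = inhibition above the mean plus 3 SD of all compounds in the same screening run, cut at about 4.5% in these data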;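 also: 0% = IMP-1 with DMSO and 100% = DMSO wells lacking enzyme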
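Material – recombinant IMP-1 enzyme, purified · Amount – IMP-1 0.2 nM before substrate addition · Medium – HEPES buffer pH 7.1 with ZnSO4 and Brij 35 · Timing – 25 °C, 15 min preincubation, 25 min reaction · Measured by – plate fluorescence quenching by hydrolysis product, ex 480/em 530 nm · Read-out – percent enzyme inhibition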
FID counter: counter-screen for HCV NS3 helicase inhibitors: DNA intercalator displacement; actives 0.17% (n = 290,000); AID 1845; inhibition, % at 7.9 µM; DNA fluorescent intercalator displacement, fluorescence; in the data active = inhibition above about 37%;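 also: 0% = vehicle and 100% = reference compound; higher means more ethidium bromide displaced from hairpin DNA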
* = called active by the depositor; . = not tested or not shown.

Preview (3 entries):
SMILES	HCV NS3 hel inh	SUMO HTRF inh	NALP1 inh	VIM-2 inh	MEKK2wt PB1 HTS	PfM18AAP inh	MEKK2mut PB1 HTS	IMP-1 inhibitor	FID counter
COc1ccc(CC2SC(N)=NC2=O)cc1 (stereo not drawn)	1	11	12	0.1	95	-9	4	0.2	0
COc1ccccc1CNC(=O)C(CC(C)C)NS(=O)(=O)c1ccc2c(c1)oc(=O)n2C (stereo not drawn)	2	8	-17	-2.5	103	-7	8	-3.1	-8
COCc1cc(C)nc(SCC(=O)NCC2CCCO2)c1C#N (stereo not drawn)	27	1	8	-1.2	98	-3	-1	-3.3	-9

This part in full, from the start:
SMILES	HCV NS3 hel inh	SUMO HTRF inh	NALP1 inh	VIM-2 inh	MEKK2wt PB1 HTS	PfM18AAP inh	MEKK2mut PB1 HTS	IMP-1 inhibitor	FID counter
COc1ccc(CC2SC(N)=NC2=O)cc1 (stereo not drawn)	1	11	12	0.1	95	-9	4	0.2	0
COc1ccccc1CNC(=O)C(CC(C)C)NS(=O)(=O)c1ccc2c(c1)oc(=O)n2C (stereo not drawn)	2	8	-17	-2.5	103	-7	8	-3.1	-8
COCc1cc(C)nc(SCC(=O)NCC2CCCO2)c1C#N (stereo not drawn)	27	1	8	-1.2	98	-3	-1	-3.3	-9
Cc1ccccc1-n1c(N)cc(=O)[nH]c1=S	4	7	6	0.2	102	-3	-1	-2.0	0
Cc1nc2c([nH]c3ccccc32)c(=O)n1N	7	12	5	1.7	99	2	-2	-3.0	6
Cc1ccc(-c2nnn(CC(=O)N(CC(=O)NC(C)C)c3cnc4ccccc4c3)n2)o1	0	1	6	-2.5	.	11	.	-2.2	-15
CCOc1ccc(-c2cn(-c3ccc(OC)cc3)c(SC)n2)cc1	-12	-16	-16	-0.4	94	-11	-2	-1.8	-18
Cc1cccc(C)c1NC(=S)N1CCOCC1	-6	8	-10	-1.2	100	4	1	-1.8	3
O=c1cc(-c2cccnc2)oc2c1ccc1ccccc12	-4	37	.	6.5	100	6	-2	-2.4	-10
CC1CCCN(S(=O)(=O)c2ccc(NC(=O)C3CC(=O)N(c4ccccc4)C3)cc2)C1 (stereo not drawn)	-10	-12	4	0.9	90	-3	-7	0.3	-35
COC(=O)c1cc(=O)n(Cc2ccc(OC)c(OC)c2)c(=Nc2ccc(F)cc2)s1	-5	-31	40*	-1.9	109	1	4	-1.2	-5
CS(=O)(=O)c1ccc2nc(NC(=O)CN3CCOCC3)sc2c1	35	-6	5	-1.8	108	5	2	-4.1	-7
CCOC(=O)C1(Cc2ccc(OC)cc2)CCN(C(=O)C2CC(=O)N(C3CC3)C2)CC1 (stereo not drawn)	1	2	.	-3.0	100	3	-1	-2.4	-29
O=C(NC1CC1)C1CCN(C2CCN(C(=O)Cc3ccc(F)cc3)CC2)CC1	-6	14	-7	-0.5	98	5	-2	-1.6	-2
Cc1c(NC(=O)CN(c2ccccc2)S(=O)(=O)c2ccc(F)cc2)c(=O)n(-c2ccccc2)n1C	8	-4	1	0.4	110	0	5	-1.7	-27
CSc1ccc(C(=O)C2CCCN(C(=O)c3csc(C(C)=O)c3)C2)cc1 (stereo not drawn)	-8	4	-1	-0.8	100	-7	-3	-0.6	-4
CCOc1ncccc1C(=O)N1CCN(C(=O)c2ccccc2)CC1	0	1	0	-0.8	100	-7	-1	-2.1	3
Cc1ccc(SCCNC(=S)Nc2cc(C)ccc2C)cc1	-2	-6	10	-5.6	87	-16	3	-5.2	-13
CN1CCN(c2cc(=O)n(Cc3ccc(F)cc3)c(=O)[nH]2)CC1	4	0	25	0.7	109	-11	8	0.3	3
COc1ccc(/C=N/NC(=O)c2nnn(-c3nonc3N)c2-c2cccs2)c(OC)c1	-10	16	-11	-2.7	100	3	3	-2.5	-29
O=C(NCc1nc(-c2ccccc2)no1)c1ccc(Br)o1	-5	13	25	-0.9	99	0	2	-3.3	-6
COc1ccccc1C(=O)NC1CCSc2ccccc21 (stereo not drawn)	-6	1	5	-2.6	102	1	2	-1.9	-24
CSc1ccc(CN2CCC(Cc3ccccc3)CC2)cc1	-48	10	0	-4.0	119	-6	14	-2.4	21
Cc1ccc(-c2nnc(OCCN3CCOCC3)c3ccccc23)cc1	-2	14	-3	-0.7	110	-7	10	-1.0	-15
COc1ccc(C2CC(c3cccs3)=NN2C(=O)CSc2nc3ccccc3s2)cc1 (stereo not drawn)	-1	-3	18	-3.0	99	-4	-1	-2.8	0
SMILES	HCV NS3 hel inh	SUMO HTRF inh	NALP1 inh	VIM-2 inh	MEKK2wt PB1 HTS	PfM18AAP inh	MEKK2mut PB1 HTS	IMP-1 inhibitor	FID counter
Cn1c(=O)c2c(SCC(=O)Nc3ccccc3F)nc(C3CC3)nc2n(C)c1=O	2	11	13	-1.0	102	1	4	-1.0	-5
Clc1ccc(NCc2nnc3n2CCCCC3)cc1	-10	8	16	-3.7	104	-9	14	-1.8	-8
COc1ccc2oc(=O)c(C(=O)n3ccc(C)n3)cc2c1	2	16	8	-1.4	98	14	4	-2.4	-1
CCCN(CC(=O)Nc1ccccc1OC)C(=O)c1cc2ccccc2o1	6	5	-14	0.6	97	-5	-6	-1.6	-18
O=C(CSc1ncnc2c1oc1ccccc12)N1CCN(c2ccccc2)CC1	-2	.	.	2.0	96	2	-3	-3.6	0
CCc1nc2c(c(=O)[nH]1)C(CC)(CC)Cc1ccccc1-2	8	2	3	-3.2	111	-1	15	-1.5	-8
COc1cccc(C(=O)c2c[nH]c(C(=O)NCCCN3CCOCC3)c2)c1	3	8	4	3.3	103	-13	6	-1.7	4
CCOc1cc(/C=N/n2cnnc2)ccc1O	-6	-14	16	1.3	109	3	7	-1.1	0
c1ccc(-n2cnc3ccccc32)cc1	-4	14	10	-1.1	100	5	-1	-2.5	-4
COc1ccccc1C(=O)NCC(=O)n1nc(C)cc1C	-4	11	-1	-0.6	104	-10	2	-2.7	0
O=C(NCCSCc1ccco1)Nc1ccccc1	1	18	2	0.1	78	-5	-4	-1.8	-2
Cc1cc(C)c(C(=O)C(C)OC(=O)c2ccccn2)cc1C (stereo not drawn)	7	21	3	-0.5	105	-1	7	-1.6	-14
O=C(NC(N1CCOCC1)C(Cl)(Cl)Cl)c1ccc(F)cc1 (stereo not drawn)	0	13	-3	0.3	106	-18	0	-0.2	-2
Cc1ccc(S(=O)(=O)Nc2nc(C)cc(NCCN)n2)cc1	3	23	-2	-3.3	92	4	1	-2.3	-4
COc1ccc(N(CC(=O)N2CCc3ccccc32)S(=O)(=O)c2c(C)nn(C)c2C)cc1	-5	-3	-15	1.5	106	-6	4	-1.8	-10
N=c1n(CCc2ccccc2)c2ccccc2n1Cc1ccccc1F	-63	6	42	-4.5	98	2	-1	-3.7	12
CC(=O)N(C(C)=O)c1c(N2CCOCC2)c2ccccc2oc1=O	-3	3	11	2.5	97	1	5	-2.4	-1
CCc1ccc(NC(=O)CCCNC(=O)Cn2cnc3sc(C)c(C)c3c2=O)cc1	7	24	-88	-4.1	104	-3	4	-0.6	-34
CSC(SC)=C(C(C)=O)C(=O)c1ccc(C)cc1	-10	-9	30	-1.8	111	-2	2	-2.5	-7
CCOc1ccc(C2CC(c3cccc(C)c3)n3nc(N)nc3N2)cc1 (stereo not drawn)	-8	-11	14	-2.1	100	0	2	-3.2	-29
CCC(NC(=O)c1ccccc1NC(=O)c1ccccc1)C(=O)OC (stereo not drawn)	-5	3	-8	-2.6	105	-6	1	-2.7	-15
COc1ccc(/C=C2\CCn3c2nc2ccccc2c3=O)cc1OC	2	12	-58	2.3	104	0	5	-4.5	-20
COc1ccc(C2CC(c3ccc([N+](=O)[O-])cc3)=NN2C(=O)c2ccccc2)cc1OC (stereo not drawn)	-5	-10	13	-2.1	93	-2	1	-2.7	0
Cc1cc(C)n(C(=O)C23CC4CC(CC(C4)C2)C3)n1	5	-10	.	0.6	104	3	3	-0.1	-3
CC(=O)Nc1c(C)nn(-c2ccc([N+](=O)[O-])cc2)c1C	1	23	3	-2.1	80	2	-13	-1.4	-7
SMILES	HCV NS3 hel inh	SUMO HTRF inh	NALP1 inh	VIM-2 inh	MEKK2wt PB1 HTS	PfM18AAP inh	MEKK2mut PB1 HTS	IMP-1 inhibitor	FID counter
CCOC(=O)c1ccc(NC(=O)Nc2ccc(Cl)cn2)cc1	-7	4	24	0.7	77	-10	-13	-0.8	-5
N#C/C(=C\c1cn(CCOc2ccccc2)c2ccccc12)C(=O)NCC1CCCO1 (stereo not drawn)	-13	-6	34	-1.9	102	3	7	-3.5	-20
COc1ccc(CCNS(=O)(=O)c2ccc3c(c2)OCCO3)cc1	-3	-6	-5	-1.1	.	-2	.	-3.6	-8
CCOc1ccccc1NC(=O)C1C2C=CC(C2)C1C(=O)O (stereo not drawn)	-1	22	12	-2.9	93	0	-1	-5.8	3
CCOc1cccc(C2/C(=C(/O)c3ccc4c(c3)CC(C)O4)C(=O)C(=O)N2Cc2cccnc2)c1 (stereo not drawn)	10	5	-18	-4.3	105	3	0	-1.0	-71
CC1CCN(c2nnc(-c3cccs3)c3ccccc23)CC1	0	13	32	-3.1	94	1	1	-4.7	-23
COc1ccc(NC(=O)CCc2nc3ccccc3s2)c(OC)c1	17	10	-2	1.2	97	-2	-5	-0.3	-16
CN(/C=C/C(=C/C=[N+](C)c1ccccc1)OCCCS(=O)(=O)[O-])c1ccccc1	12	32	-17	-2.8	111	6	1	-1.7	-10
CCOC(=O)C(C)n1cnc2c(nnn2Cc2ccc(Cl)cc2)c1=O (stereo not drawn)	4	-12	-2	-2.7	100	2	-4	-2.5	-5
CCOC(=O)c1cccc(NC(=O)C2CCN(c3ncnc4c3nc3n4CCCCC3)CC2)c1	-13	-5	23	-0.6	98	-1	-7	-0.3	-45
CC(/C=N/Nc1ncc(C)c(=O)[nH]1)=C\c1ccccc1	-6	-9	11	-4.2	123	9	5	-1.9	-16
O=C(NNS(=O)(=O)c1ccccc1)C1CCN(S(=O)(=O)c2ccccc2)CC1	2	-16	11	-1.3	95	-8	-3	-1.4	-3
Cc1ccc(C)c(NCC(=O)c2ccc(Cl)cc2)c1	-4	18	-2	-2.1	107	28*	14	-3.3	-5
CCc1noc(C)c1C(=O)N1CCSC1=Nc1cccc(Cl)c1C	-15	3	9	-2.2	98	4	5	-3.4	-35
OCCN=C(c1ccccc1)C12CN3CN(CN(C3)C1)C2	6	15	-15	-3.1	102	-9	15	-4.1	-2
COCCNC(=O)C(=O)N/N=C(\C)CC(=O)Nc1cccc(C(F)(F)F)c1	-4	-4	29	-0.7	101	-16	8	-3.0	-5
COc1ccccc1-n1c(C)nc2cc(C(=O)O)ccc21	2	12	13	-0.3	105	-1	8	-4.0	-5
COc1ccc(NC(=O)c2cccc(C(=O)Nc3ccc(OC)cc3)n2)cc1	-5	-8	-14	-1.6	98	-3	-1	-1.6	0
COc1ccc(NC(C)=O)cc1NC(C)C(=O)Nc1cc(C(F)(F)F)ccc1N1CCOCC1 (stereo not drawn)	-8	-33	9	-2.5	102	5	0	-4.8	-34
